# Screening data from PubChem BioAssay.
# A549 viability: counter-screen for Nrf2 inhibitors: cytotoxicity in A549 cells; A549 ARE-Fluc cells, CellTiter-Fluor viability, 18-24 h; Potency, µM (titrated, usually from 46 µM), for inactives: at the highest dose activity change, negative = cytotoxicity, usual class: inhibitors; 390,000 compounds, 0.16% hits; AID 504648; further: potency means the concentration at half of the fitted maximal effect; on the % scale 0 is the no-effect control and ±100 the full control effect
#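 A549 ARE-Fluc cells in 5% FBS OPTI-MEM, 5000 cells/well, rested 2 h then exposed to compounds in concentration-response for 18-24 h at 37 °C. Viability by CellTiter-Fluor fluorescence (Ex 405/Em 525) after 30 min; luciferase luminescence (BugLite, 15 min, RT) read afterwards.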
# HepG2 tox: counter-screen for TGF-b inhibitors: cytotoxicity in HepG2 cells | HepG2 CAGA-GFP viability, ATP luminescence, 18 h | Potency, µM (top dose mostly 46.1 µM), for inactives: at the highest dose activity change, negative = cytotoxicity, usual class: cytotoxic | 410,000 compounds, 0.76% hits | AID 588856; further: potency means the concentration at half of the fitted maximal effect; some results filed as inactive show a strong effect at the top dose
#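 CellTiter-Glo luminescence gave cytotoxicity after 18 hours at 37 degrees C. The cells were HepG2 CAGA-GFP in 1% FBS DMEM, stimulated with 500 pg/mL TGF-beta after compound addition. %Activity was normalised to no-cell wells (complete cell-killing) and DMSO (no toxicity), and curves were fitted and classified.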
# ATXN2 expr inh: inhibitors of ATXN2 expression | HEK-293 ATXN2-luciferase reporter, luminescence, 24 h | AID 1745845 | 360,000 compounds, 0.72% hits | Potency, µM (series often up to 57 µM), without a hit: top-dose activity change, negative = inhibition, usual class: inhibitors; further: potency means the concentration at half of the fitted maximal effect; on the % scale 0 is the no-effect control and ±100 the full control effect; nearly all actives have a fitted effect of over 55% in size
#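 ATXN2-luciferase reporter cells (luciferase flanked by upstream and downstream ATXN2 gene portions) were treated 24 h at 37 °C with compounds at up to 57 uM. SteadyGlo luminescence gave expression; GF-AFC fluorescence gave viability.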
# Nrf2 activator: Nrf2 pathway activation; AREc32 ARE-luciferase reporter (MCF7-derived line), luminescence, 24 h; Potency, µM (top dose mostly 46.1 µM), for the others: at the highest dose activation, hits mostly activators; 410,000 compounds, 0.31% hits; AID 624171; further: potency means the concentration at half of the fitted maximal effect; % of control where 0% means no effect; nearly all actives have a fitted effect of over 65% in size
#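 Luminescent ARE reporter assay in AREc32_Fluc cells: overnight plating at 37 deg C, 24 hr compound incubation, Steady-Glo added, 30 min RT before reading.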
# TGFb inhibitor: inhibitors of TGF-b signaling | HepG2 CAGA-GFP TGF-b/SMAD3 reporter, GFP fluorescence, 18 h; TGF-beta stimulated, 500 pg/mL final | Potency, µM (doses to about 46.1 µM), for the others: top-dose activity, negative = inhibition, actives largely listed as inhibitors | AID 588855 | 410,000 compounds, 1.2% hits; further: potency means the concentration at half of the fitted maximal effect; on the % scale 0 is the no-effect control and ±100 the full control effect; nearly all actives have a fitted effect of over 65% in size
#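 Read-out: total well GFP (ex488/em500-530) summed from mean per-cell fluorescence. Cells: HEPG2 CAGA-GFP, 1% FBS DMEM, 18 h at 37 degrees C with 500 pg/mL final TGF-beta. Unstimulated wells served as the full-inhibition control; stimulated DMSO wells = 0%.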
# Nrf2 block: inhibitors of Nrf2 signaling; AID 504444; 360,000 compounds, 2.1% hits; A549 ARE-Fluc reporter, luciferase luminescence, 18-24 h; Potency, µM (titrated, usually from 46 µM), for the others: at the top dose activity change, negative = inhibition, usual class: inhibitors; further: potency means the concentration at half of the fitted maximal effect; on the % scale 0 is the no-effect control and ±100 the full control effect; nearly all actives have a fitted effect of over 60% in size
#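 Nrf2 activity is the BugLite luminescence, read 15 min after reagent at room temperature, following CellTiter-Fluor cytotoxicity readout (30 min, 37C). Compound titrations were applied for 18-24 h to 5000 A549 ARE_Fluc cells/well in 5% FBS OPTI-MEM.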
# S2 tox: viability counter-screen for ATXN expression inhibitors. S2 cells (HEK-293 line with an ATXN2-luciferase reporter) viability, CellTiter-Fluor protease fluorescence, 24 h. 400,000 compounds, 0.49% hits. Potency, µM (titrated, usually from 56.7 µM), most hits filed as cytotoxic; further: potency means the concentration at half of the fitted maximal effect; nearly all actives have a fitted effect of over 40% in size
# MCF10A rerep: DNA re-replication induction in MCF 10a cells | MCF 10A DNA re-replication, Hoechst nuclear intensity, 48 h | Potency, µM (doses to about 46.1 µM), for inactives: at the highest dose activity, positive = re-replication, usual class: activators | 350,000 compounds, 2.9% hits | AID 624296; further: potency means the concentration at half of the fitted maximal effect; % of control where 0% means no effect; nearly all actives have a fitted effect of over 50% in size
# IL-1B inflam inh: blocks inflammasome-driven IL-1 beta release; THP-1 LPS/ATP IL-1B secretion, AlphaLISA, 16 h; hits give low values; activity change, % at 57.5 µM; 360,000 compounds, 4.7% hits; AID 743279; in the data active means activity change below about -50%; inconclusive means mostly about -30% to -49%; further: on the % scale 0 is the no-effect control and ±100 the full control effect
#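 THP-1 cells pretreated 1 hr with compounds (up to 57.5 uM final), then stimulated with LPS (250 ng/mL final) plus ATP (1.25 mM final); secreted IL-1B measured by AlphaLISA after 16 hr, decreased signal indicating inhibition.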
# * = called active by the depositor; i = inactive; ? = inconclusive; / = no result given; & = joins results of further samples; [ ] = another dose, or the depositor's remark. Unless noted, the call rests on the fitted dose curve; in most records, active means well fitted curve in the direction sought with a large enough effect; inconclusive means small, poorly fitted or top-dose-only effect, or another doubt; inactive means no such curve, though single readings can be large; an effect the other way counts as inactive or inconclusive. Rows were taken by chance. About 8.8% of those tested had a hit in this group.
# Screens by letter – A = A549 viability; B = HepG2 tox; C = ATXN2 expr inh; D = Nrf2 activator; E = TGFb inhibitor; F = Nrf2 block; G = S2 tox; H = MCF10A rerep; I = IL-1B inflam inh
> O=C(N/N=C/CCc1ccccc1)c1ccccc1
  A: -1%; B: -20%; C: 1%; D: 3.1%; E: 2%; F: -6%; G: i; H: -1%; I: 1

> Cc1nn(C)c(N)c1[N+](=O)[O-]
  A: -4%; B: 1%; C: /; D: 0.2%; E: -13%; F: 0%; G: i; H: 0%; I: 9

> Cc1cc(NC(=O)c2cc(-c3cccc(Cl)c3)on2)no1
  A: 2%; B: -5%; C: -10%; D: 0.1%; E: 3%; F: 7%; G: i; H: 0%; I: -12

> Cc1ccc(NS(=O)(=O)c2ccc(C(=O)NCCCN3CCOCC3)cc2)cc1
  A: 5%; B: -32%; C: -11%; D: -0.1%; E: -8%; F: 0%; G: i; H: ?; I: 6

> Cc1ccc(S(=O)(=O)c2nc(NN(C)C)sc2Cl)cc1
  A: -18%; B: 1%; C: -11%; D: 0.5%; E: 8%; F: 23µM*; G: i; H: 23%; I: 6

> COC(=O)c1ccc(OCC(O)CNC2CCCC2)cc1 (stereo unspecified)
  A: 1%; B: -10%; C: 1%; D: 0.3%; E: 1%; F: -1%; G: i; H: 0%; I: 17

> NC(=O)c1ccc(N=Cc2c(O)ccc3ccccc23)cc1
  A: -10%; B: -14%; C: -3%; D: 0.7%; E: 9%; F: -10%; G: i; H: 9%; I: 28

> CCOC(=O)c1ccc(NC(=O)CSC2=NC(=O)C(CC)C(=O)N2)cc1 (stereo unspecified)
  A: -6%; B: 0%; C: 2%; D: -0.6%; E: 5%; F: 7%; G: i; H: 3%; I: -7

> CCc1ccc(NC(=O)CSc2nc3ccccc3c(=O)n2CCCC(=O)N2CCCC2)cc1
  A: -18%; B: -13%; C: -13%; D: -0.1%; E: 5%; F: -24%; G: i; H: ?; I: 20

> CCN(CC)C(=O)C1CCN(C(=O)c2cnn(-c3ccccc3)c2-n2cccc2)CC1
  A: -1%; B: -1%; C: 10%; D: 3.2%; E: -12%; F: 6%; G: i; H: /; I: /

> O=C1CCC2c3ccc4ccccc4c3CCN12 (stereo unspecified)
  A: -1%; B: -10%; C: 4%; D: -0.7%; E: -14%; F: ?; G: i; H: 18%; I: 23

> O=C(Nc1ccc(Cl)cc1)c1cc(-c2cccs2)on1
  A: 0%; B: -15%; C: 5%; D: 1.3%; E: -16%; F: 2%; G: i; H: 1%; I: -24

> Cc1cc2ccccc2n1CCNC(=O)COc1ccccc1
  A: -13%; B: 0%; C: -7%; D: -0.7%; E: -15%; F: -21%; G: i; H: 0%; I: -7

> CN1CCOc2cc(S(=O)(=O)NCc3ccc(S(N)(=O)=O)cc3)ccc21
  A: -2%; B: 7%; C: 3%; D: -0.2%; E: -17%; F: 7%; G: ?; H: 1%; I: i

> Cc1noc(C)c1CSc1nnc(-c2ccncc2)n1-c1ccc(Cl)c(Cl)c1
  A: 10%; B: 6%; C: -7%; D: -0.3%; E: 4%; F: /; G: i; H: -2%; I: 16

> COc1cccc(CNC(=O)CCn2ccc3cc(S(=O)(=O)N4CCCC4)ccc32)c1
  A: 1%&5%; B: 4%&-2%; C: -19%&-14%; D: 0.0%&1.4%; E: -15%&13%; F: -20%&3%; G: i; H: 0%; I: 15

> Cc1nc2nc(C)c(CCC(=O)Nc3ccc4c(c3)OCO4)c(C)n2n1
  A: -11%; B: 5%; C: -22%; D: -0.6%; E: 0%; F: /; G: i; H: -19%; I: 16

> O=c1[nH]nc(-c2ccc(F)cc2)cc1Cc1cccs1
  A: -2%; B: -15%; C: -8%; D: -0.5%; E: 6%; F: -8%; G: i; H: -1%; I: 27

> CCCC[C@@H]1CNCCN1CCc1cccc2ccccc12
  A: 5%; B: -57%; C: ?; D: -5.3%; E: ?; F: 10%; G: i; H: 6%; I: ?

> COc1ccccc1N(CC(=O)NC1CCCC1)C(=O)c1csnn1
  A: -1%; B: 0%; C: 1%; D: -0.3%; E: -4%; F: -13%; G: i; H: 11%; I: 5

> O=C(CN1CCN(S(=O)(=O)c2ccc(Br)cc2)CC1)N/N=C/c1cccnc1
  A: 4%; B: 9%; C: 1%; D: 0.2%[9.22 µM]; E: 4%; F: 12%; G: i; H: -1%; I: 8

> CN(C(=O)c1ccc2c(c1)OCO2)C1(C(=O)NC2CCCC2)CCCCC1
  A: -13%; B: 7%; C: 1%; D: 0.3%; E: -16%; F: 4%; G: ?; H: 2%; I: -1

> C[C@H](CO)N1C[C@H](C)[C@@H](CN(C)C(=O)c2ccc3ccn(C)c3c2)OCc2cn(nn2)CCCC1=O
  A: /; B: 3%; C: 13%; D: 0.6%; E: 9%; F: /; G: i; H: /; I: 25

> CCc1ccc(/C=C/C(=O)c2ccc(S(=O)(=O)N(C)C)cc2)cc1
  A: -4%; B: -3%; C: 0%; D: -0.5%; E: ?; F: -18%; G: i; H: 29%; I: ?

> CC1CCN(C(=O)CSc2nnc(Cn3c(=O)sc4ccccc43)n2C)CC1
  A: -1%; B: -3%; C: 2%; D: -1.1%; E: 4%; F: 4%; G: i; H: 5%; I: 23

> Cc1ccc(C)c(OCCNc2ccc([N+](=O)[O-])cn2)c1
  A: -4%; B: -14%; C: /; D: 0.8%; E: -26%; F: -16%; G: i; H: -7%; I: -8

> N#Cc1c(-c2cccc(F)c2)cc(-c2ccccc2)nc1Br
  A: 1%; B: -4%; C: -7%; D: 6.7%; E: 19%; F: 19%; G: ?; H: 16%; I: -6

> Cc1ccc(C)c(S(=O)(=O)Nc2cc3c4c(c2)CC(=O)N4CCC3)c1
  A: -2%; B: -16%; C: -1%; D: 4.1%; E: 4%; F: 9%; G: i; H: -2%; I: -9

> COc1ccc(CNC2CCCCC2C)c(OC)c1 (stereo unspecified)
  A: -2%; B: -3%; C: -12%; D: 0.1%; E: -2%; F: -5%; G: i; H: ?; I: 8

> COC(=O)CCc1ccc(O)cc1
  A: -1%; B: 0%; C: 2%; D: 0.0%; E: 0%; F: 8%; G: i; H: 5%; I: -3

> Cc1ccc(NC(=O)COC(=O)c2ccc[n+]([O-])c2)c(Br)c1
  A: 13%; B: -9%; C: 6%; D: -0.5%; E: -6%; F: 8%; G: i; H: -2%; I: -8

> CCC(C)(C)NC(=O)C(c1ccc(C)cc1)N(Cc1cccnc1)C(=O)c1csnn1 (stereo unspecified)
  A: -11%; B: -5%; C: -10%; D: 0.2%; E: -2%; F: -22%; G: i; H: 1%; I: 4

> COc1cccc(-c2cc3c(c4c2ccn4C)C2CCC3C2)c1 (stereo unspecified)
  A: /; B: 1%; C: -4%; D: 1.1%; E: -14%; F: /; G: i; H: /; I: 21

> COC(=O)c1cc(N2CCNCC2)nc2ccccc12
  A: 1%; B: -21%; C: -24%; D: 0.3%; E: -30%; F: 6%; G: i; H: ?; I: ?

> Cc1ncc([N+](=O)[O-])n1CCOC(=O)NC(NCc1ccccc1)C(Cl)(Cl)Cl (stereo unspecified)
  A: -6%; B: -5%; C: -9%; D: 0.0%; E: ?; F: ?; G: i; H: 5%; I: 8

> O=C(NCCc1ccc(F)cc1)C(=O)NCC(c1cccs1)S(=O)(=O)c1ccccc1 (stereo unspecified)
  A: -1%; B: 0%; C: /; D: 1.3%; E: -14%; F: /; G: /; H: /; I: /

> CC(=O)Nc1cc2c(cc1Br)OCCO2
  A: 10%; B: -46%; C: -10%; D: -0.4%; E: 15%; F: /; G: i; H: 4%; I: -14

> CCOc1ccc(OCC)c(C2C(C#N)=C(N)N(c3cccnc3)C3=C2C(=O)CC(C)(C)C3)c1 (stereo unspecified)
  A: -4%; B: 8%; C: 1%; D: -0.3%; E: 0%; F: -20%; G: i; H: 0%; I: -21

> O=C(NCCCn1ccnc1)/C(=C/c1ccccc1)NC(=O)c1ccccc1
  A: -9%; B: -12%; C: 1%; D: -0.5%; E: 8%; F: 16%; G: i; H: 1%; I: -5

> Cc1sc2ccccc2c1CNC[C@H]1O[C@@H](n2ccc(=O)[nH]c2=O)[C@H](O)[C@@H]1O
  A: /; B: 1%; C: 6%; D: -1.0%; E: -28%; F: /; G: i; H: /; I: -10

> CCC(=O)N1CCN(c2ccc(Cl)cc2NC(=O)c2ccc3c(c2)OCCO3)CC1
  A: -12%; B: 1%; C: -15%; D: 2.0%; E: -12%; F: 7%; G: i; H: 7%; I: -12

> CCc1nnc2c3ccccc3nc(Nc3cc(C)cc(C)c3)n12
  A: 6%; B: -4%; C: -11%; D: -1.0%; E: 8%; F: -4%; G: i; H: /; I: /

> CCOc1ccccc1N1CCN(C(=S)Nc2ccc(S(=O)(=O)Nc3ncccn3)cc2)CC1
  A: -1%; B: 0%; C: 5%; D: 3.9%; E: -3%; F: -6%; G: i; H: 7%; I: 0

> c1cncc(-c2nc(NCC3COc4ccccc4O3)c3ccccc3n2)c1 (stereo unspecified)
  A: -21%; B: -46%; C: ?; D: -1.3%; E: ?; F: ?; G: i; H: ?; I: -78*

> CC(C)C(=O)N1CCN(c2ccc(NC(=O)COc3ccccc3[N+](=O)[O-])cc2)CC1
  A: -18%; B: -19%; C: ?; D: -0.2%; E: -14%; F: ?; G: ?; H: 21µM*; I: -90*

# Results in HepG2 tox and Nrf2 activator, for 3 of the compounds above:
structure	HepG2 tox	Nrf2 activator
NC(=O)c1ccc(N=Cc2c(O)ccc3ccccc23)cc1	-14%	0.7%
CCOC(=O)c1ccc(NC(=O)CSC2=NC(=O)C(CC)C(=O)N2)cc1 (stereo unspecified)	0%	-0.6%
C[C@H](CO)N1C[C@H](C)[C@@H](CN(C)C(=O)c2ccc3ccn(C)c3c2)OCc2cn(nn2)CCCC1=O	3%	0.6%
